ELG1 genotoxic: genotoxicity induction in ELG1-luciferase HEK293T cells | HEK293T ELG1-luciferase reporter, luminescence, 16 h | Potency, µM (doses to about 46 µM), for inactives: at the top dose activity change, positive = activation, most hits filed as activators | hit rate 1.3% among 330,000; further: potency means the concentration at half of the fitted maximal effect; % of control where 0% means no effect; nearly all actives have a fitted effect of over 60% in size
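16 hr compound incubation (37 °C, 5% CO2) of HEK293T cells carrying luciferase-tagged ELG1; luciferase then measured by ONE-Glo luminescence after 30 min at RT.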
FLuc modulator: inhibits or activates purified firefly luciferase, miR-21 counter-screen; P08659; purified FLuc, Km substrates, luminescence inhibition; Potency, µM (titrated, usually from 57.5 µM), for inactives: at the top dose activity change, negative = inhibition, hits mostly inhibitors; hit rate 6.9% among 360,000; AID 588342;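 further: potency means the concentration at half of the fitted maximal effect; plate controls were vehicle for no effect and reference inhibitor for full effect; nearly all actives have a fitted effect of over 55% in size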
Target sequence (P08659 whole entry, looked up): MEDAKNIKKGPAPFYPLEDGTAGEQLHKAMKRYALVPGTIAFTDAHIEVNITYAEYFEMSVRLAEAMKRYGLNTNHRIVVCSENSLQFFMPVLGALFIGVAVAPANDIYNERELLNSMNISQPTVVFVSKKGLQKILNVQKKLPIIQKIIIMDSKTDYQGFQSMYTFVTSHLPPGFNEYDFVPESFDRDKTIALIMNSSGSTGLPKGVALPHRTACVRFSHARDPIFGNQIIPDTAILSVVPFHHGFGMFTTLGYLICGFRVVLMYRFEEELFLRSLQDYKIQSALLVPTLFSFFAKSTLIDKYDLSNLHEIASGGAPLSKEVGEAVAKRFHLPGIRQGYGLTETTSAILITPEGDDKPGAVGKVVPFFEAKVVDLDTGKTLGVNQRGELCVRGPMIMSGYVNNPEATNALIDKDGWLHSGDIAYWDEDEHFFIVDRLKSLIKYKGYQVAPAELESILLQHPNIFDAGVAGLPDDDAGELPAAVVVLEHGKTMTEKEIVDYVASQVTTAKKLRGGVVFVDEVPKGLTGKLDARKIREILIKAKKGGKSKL
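Purified P. pyralis luciferase (10nM final) with 10uM D-luciferin and 10uM ATP (Km levels) in 50mM Tris acetate pH 7.5, 10mM Mg acetate, 0.01% Tween-20, 0.05% BSA; qHTS 6-point titration, ~60 µM downward; luminescence read.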
PKM2 activator: increases activity of human pyruvate kinase M2 | purified PKM2, Kinase-Glo ATP luminescence, activation; response scale: 0% is enzyme alone, no compound | Potency, µM (top dose mostly 57.5 µM), without a hit: at the top dose activation, hits mostly activators | hit rate 0.34% among 260,000; further: potency means the concentration at half of the fitted maximal effect; on the % scale 0 is the no-effect control and ±100 the full control effect; nearly all actives have a fitted effect of over 55% in size
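Purified hPK-M2 (>95% pure) converted ADP (0.1 mM final) to ATP with 0.5 mM PEP in 50 mM imidazole pH7.2, KCl, MgCl2, Tween 20, BSA; 1 h at room temperature. ATP detected by Kinase-Glo luminescence.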
RORg inh: ROR gamma (mouse) transcription inhibition. Potency, µM (top dose mostly 53.6 µM), inactives show at the top dose activity change, negative = inhibition, hits mostly inhibitors. Drosophila S2 Gal4-RORgamma UAS-luciferase reporter, 20 h. hit rate 5.4% among 310,000; further: potency means the concentration at half of the fitted maximal effect; on the % scale 0 is the no-effect control and ±100 the full control effect; nearly all actives have a fitted effect of over 60% in size
Target sequence (P51450 whole entry, looked up, the tested form may be a part): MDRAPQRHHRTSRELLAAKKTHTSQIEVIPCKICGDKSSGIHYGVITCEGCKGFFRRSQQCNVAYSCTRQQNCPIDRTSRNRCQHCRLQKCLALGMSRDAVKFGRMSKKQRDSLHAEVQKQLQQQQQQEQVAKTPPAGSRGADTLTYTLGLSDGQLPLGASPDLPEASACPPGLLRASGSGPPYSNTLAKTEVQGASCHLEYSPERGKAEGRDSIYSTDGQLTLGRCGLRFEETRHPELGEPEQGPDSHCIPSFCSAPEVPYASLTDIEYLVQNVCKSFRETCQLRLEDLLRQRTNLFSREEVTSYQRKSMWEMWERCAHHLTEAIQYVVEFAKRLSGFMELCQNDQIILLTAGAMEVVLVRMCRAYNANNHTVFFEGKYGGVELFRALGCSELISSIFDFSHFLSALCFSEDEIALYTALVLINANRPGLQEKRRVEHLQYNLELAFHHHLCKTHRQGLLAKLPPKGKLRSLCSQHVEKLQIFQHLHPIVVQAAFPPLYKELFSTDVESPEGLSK
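Stable Schneider cell line, Gal4 DNA-binding domain fused to ROR gamma, UAS-luciferase. Cmpd 1 hr RT → CuSO4 700 uM final → 20 hr RT → luciferase reagent 10 min → luminescence.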
VP16 counter: Gal4-VP16 reporter inhibition counter-screen | Drosophila S2 Gal4-VP16 UAS-luciferase, luminescence, 20 h | Potency, µM (series often up to 53.6 µM), inactives show at the top dose activity, negative = inhibition, hits mostly inhibitors | hit rate 3.5% among 310,000 | AID 2546;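 further: Gal4-VP16 expression switched on by copper sulfate through the metallothionein promoter; potency means the concentration at half of the fitted maximal effect; on the % scale 0 is the no-effect control and ±100 the full control effect; nearly all actives have a fitted effect of over 50% in size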
NPC1 prom act: activates the NPC1 promoter; Huh7 NPC1 promoter luciferase reporter, 24 h; Potency, µM (doses to about 9.22 µM), for the others: at the highest dose activation, actives largely listed as activators; hit rate 2.4% among 320,000;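 further: potency means the concentration at half of the fitted maximal effect; % of control where 0% means no effect; nearly all actives have a fitted effect of over 60% in size; reporter is driven by a mutant NPC1 promoter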
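Quantitative HTS used a cell-based reporter: Huh7 cells stably bearing the NPC1 promoter upstream of luciferase were treated with compounds for 24 h, and promoter activation was read as luminescence.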
Menin MLL FP TR: displaces Texas Red mutant MLL peptide from human menin | hit rate 0.23% among 270,000 | Potency, µM (top dose mostly 61.6 µM), for the others: at the top dose FP activity change, negative = inhibition, hits mostly inhibitors | O00255 | Menin + Texas Red MLL mutant peptide, fluorescence polarization; active means well fitted inhibition curve with a large enough effect in the polarisation, with a control signal flat, not every such curve was filed as active; inconclusive means small, poorly fitted or top-dose-only effect, or effect the other way, or a change in a side signal; inactive means no such curve, though single readings can be large or run the other way; the % refers to the polarisation; further: potency means the concentration at half of the fitted maximal effect; % of control where 0% means no effect; many of its hits are not listed in these tables
Rab9 promoter act: Rab9 promoter activation. AID 485297. Huh7 Rab9 promoter-luciferase reporter, luminescence, 24 h. Potency, µM (top dose mostly 9.22 µM), inactives show at the top dose activation, negative = inhibition, actives largely listed as activators. hit rate 2.8% among 320,000; further: potency means the concentration at half of the fitted maximal effect; % of control where 0% means no effect; nearly all actives have a fitted effect of over 60% in size
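Cells were plated at 1500 per well in reduced-serum medium with 10% FBS and left 2 h. Compound in DMSO was then added for 24 h at 37 °C. Reporter signal was read by luminescence after 10 min with luciferase detection reagent.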
BRCA1 expr up: BRCA1 expression activation | MCF7-BRCA1-FFLuc reporter, luminescence, 48 h; response scale: scaled: vehicle 0%, 10 µM genistein 100% | Potency, µM (top dose mostly 46.1 µM), inactives show at the highest dose activation, actives largely listed as activators | hit rate 1.1% among 380,000; further: potency means the concentration at half of the fitted maximal effect; nearly all actives have a fitted effect of over 80% in size; some results filed as inactive show a strong effect at the top dose
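Luminescence from a BRCA1-driven firefly luciferase in MCF7 cells was read after 48 h compound exposure at 37 C. Data normalized against DMSO and a 10microM genistein activation control, then curve-fitted across the titration.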
Giardia kill: Giardia lamblia killing; Giardia lamblia trophozoite viability; activity change, % at 7.66 µM, hits read low; hit rate 0.15% among 340,000; AID 540267; in the data active means activity change below about -80%; inconclusive means between about -30% and that limit;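 further: parasites exposed to compound for two days anaerobically before the ATP read; on the % scale 0 is the no-effect control and ±100 the full control effect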
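Anaerobic 48 hrs incubation at 37 deg C of 100 trophozoites/well with test compounds; ATPLite 1-Step luminescence, 15-30 min RT, reports cellular ATP as viability.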
p53 reactivator: mutant p53 re-activation in reporter cells; H1299 p53-A138V BP100-luciferase reporter, luminescence, 24 h; AID 504706; hit rate 0.063% among 320,000; Potency, µM (doses to about 92.2 µM), without a hit: top-dose activity change, positive = activation, hits mostly activators; further: potency means the concentration at half of the fitted maximal effect; % of control where 0% means no effect; nearly all actives have a fitted effect of over 45% in size
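H1299 (p53-null), stable ts p53-A138V + BP100-Luc; 1000 cells/well, Opti-MEM/10% FBS; cpd 4 pt, 1:5; 24 h, 37 deg C, 5% CO2; detection reagent 10 min RT; luminescence.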
* hit, by the source's call; ? = inconclusive; . = no result given; [ ] = another dose, or the depositor's remark. Unless noted, the call rests on the fitted dose curve; in most records, active means well fitted curve in the direction sought with a large enough effect; inconclusive means small, poorly fitted or top-dose-only effect, or another doubt; inactive means no such curve, though single readings can be large; an effect the other way counts as inactive or inconclusive. These rows are one share of the data; rates above refer to the full screens.

SMILES | ELG1 genotoxic | FLuc modulator | PKM2 activator | RORg inh | VP16 counter | NPC1 prom act | Menin MLL FP TR | Rab9 promoter act | BRCA1 expr up | Giardia kill | p53 reactivator
COc1ccc(C2CC(=O)C3=C(C2)Nc2ncnn2C3c2ccccc2C)c(OC)c1 (centres undefined) | 2% | 3% | -6% | ? | 5% | -6% | 4% | -9% | -49% | -2 | -7%
NC1=NC(c2ccc(F)cc2)n2c(nc3ccccc32)N1 (centres undefined) | 2% | -1% | -7% | -7% | -1% | 1% | 0% | 0% | -2% | -4 | -7%
COc1cc(Br)c(CN2CCCN(C)CC2)cc1OC | 1% | 3% | -1% | -16% | -13% | -1% | 3% | -3% | 17% | 24 | .
CC(=O)N=C1SC2CS(=O)(=O)CC2N1c1ccccc1Cl (centres undefined) | 1% | 5% | 1% | -12% | -6% | -1% | 7% | -1% | 6% | 8 | -1%
O=C(O)c1cccc(-c2ccc(/C=c3/sc4nc5ccccc5n4c3=O)o2)c1 | 6% | 9.5µM* | 13% | 23% | 1% | 25% | . | 28% | ? | 14 | 14%
CCc1nnc(NC(=O)C2Cc3ccccc3CN2S(=O)(=O)CC)s1 (centres undefined) | -9% | -4% | -2% | -21% | 4% | -2% | 2% | -4% | 17% | 0 | 10%
CN(Cc1ccc2ccccc2c1)C(=O)c1ccc(C(F)(F)F)cc1 | 0% | 3% | 1% | 5% | 0% | -4% | -22% | 8% | -40% | -1 | -1%
COc1ccccc1NC(=O)Cn1nnc(-c2ccccc2NS(=O)(=O)c2ccccc2)n1 | -5% | -4% | -8% | 42% | ? | -3% | ? | -3% | -54% | 14 | 4%
O=C(NCCN1CCc2ccccc2C1)Nc1ccc(F)cc1 | -3% | 3% | 3% | -4% | 7% | 2% | -10% | -1% | 4% | ? | -5%
CCCS(=O)(=O)N1CCCC(c2nc(-c3ccc(OC)cc3)no2)C1 (centres undefined) | 1% | ? | 0% | 32% | ? | -2% | 1% | -3% | 7% | -6 | -4%
CCN(CC)S(=O)(=O)c1cc(NC(=O)COC(=O)c2ccc(NC(=O)CC#N)cc2)ccc1C | 7% | -18% | 3% | 18% | -5%[10 µM] | 0% | 24% | -9% | 0% | 1 | 1%
CCS(=O)(=O)N1CCC(C(=O)NCc2ccc(F)cc2Cl)CC1 | -1% | -1% | ? | 2% | -5% | -4% | -26% | -1% | -2% | 4 | -1%
O=C(C1CC(c2ccccc2O)=NO1)N1CCCC1 (centres undefined) | ? | ? | 5% | ? | 1% | 10% | ? | 21% | 83% | 19 | 24%
Cc1ccnc(NC(=O)c2ccccc2NC(=O)c2ccc(Cl)cc2Cl)c1 | ? | 12µM* | 1% | ? | 13µM* | -23% | 14% | -14% | -31% | -20 | -38%[inhibitor]
CC(C)c1ccc(NC(=S)NNC(=O)c2cccs2)cc1 | ? | 21µM* | -2% | ? | -15% | ? | ? | ? | 38% | 11 | 7%
O=C(Cn1ccc2cc(S(=O)(=O)N3CCCC3)ccc21)NCc1ccco1 | 0% | 2% | 7% | 69% | -3% | 1% | 6% | 4% | 2% | 47[activator] | 0%
Fc1ccccc1COc1ccc(-c2nnn(Cc3ccccc3F)n2)cc1 | -2% | -17% | 15% | 0% | 8% | 4% | 12% | 0% | 21% | 17 | 9%
CCCOC(=O)Cn1cnc2scc(-c3ccc(C)cc3)c2c1=O | 0% | -1% | -4% | 0% | 14% | -2% | -15% | -3% | 1% | -12 | -31%[inhibitor]
O=C(CCS(=O)(=O)c1ccccc1)Nc1ccccc1F | 11% | -7% | -2% | 26% | 4% | 8% | -9% | 15% | 83% | -7 | 11%
Cc1ccc(C(=O)NN(CCC(=O)NC(C)(C)C)C2=NS(=O)(=O)c3ccccc32)cc1 | 0% | -2% | 3% | 20% | 19% | 1% | -24% | 0% | -18% | -1 | -3%
CC12C=CC3(O1)C(C(=O)N1CCCOC13)C2C(=O)O (centres undefined) | 0% | -2% | 1% | 27% | 2% | -8% | -1% | -18% | 10% | 12 | -1%
COCCCN(C(=O)Cn1ncc2c(=O)oc3ccc(C)cc3c21)C(C)c1ccncc1 (centres undefined) | 0% | 3% | 0% | ? | -4% | -2% | -14% | 1% | -1% | -14 | 7%
Cc1n[nH]c(C)c1CCNC(=O)C1CCC(=O)N(CCc2cccc(F)c2)C1 (centres undefined) | 0% | -4% | . | -21% | 3% | 0% | . | 7% | 0% | 1 | 2%
COc1ccc(NC(=O)c2ccc3c(c2)C(=O)N(CC2CCCO2)C3=O)cc1O (centres undefined) | 2% | ? | -6% | 2% | 4% | 1% | 2% | -6% | 1% | 3 | 20%
CC(C)c1ccc(S(=O)(=O)N2CCN(C(=O)C3CC3C)CC2)cc1 (centres undefined) | -4% | -1% | . | . | . | -6% | . | -3% | -13% | 19 | 0%
CCNC(=S)NNC(=O)c1csc(C(C)C)c1 | 14% | -23% | -16% | 41% | -5% | 22% | 1% | ? | 68% | 3 | ?
OCCNCc1cccc(Br)c1 | 0% | 0% | -7% | -2% | -5% | -4% | 1% | -1% | -21% | 1 | -4%
c1ccc(-c2ccccc2OCCOCCN2CCOCC2)cc1 | -7% | 7% | 6%[11.5 µM] | -26% | 1% | -3% | -20% | 4% | -11% | -3 | .
COC(=O)C(NC(=O)CCc1nnc2ccc(N3CCCCC3)nn12)C(C)C (centres undefined) | 4% | 0% | . | 1% | 3% | 3% | 1% | 5% | 11µM* | -8 | ?
CN1CCC(N(C)S(=O)(=O)c2ccc(NC(=O)COc3ccc(Cl)cc3)cc2)CC1 | 0% | 1% | . | . | . | -3% | . | -7% | -23% | 20 | 2%
CCOc1ccccc1NC(=O)c1cccc(NC(=O)c2ccco2)c1 | -5% | -20% | 5% | 18% | -25% | -28% | ? | -27% | -63% | -20 | -10%
CCOc1cc(C=O)cc(Br)c1OCC(=O)NCCc1ccccc1 | -4% | 1% | -3% | 4% | 8% | 1% | -12% | -1% | -23% | 5 | -3%
CCc1cccc2c(SC(C)C(=O)NCC3CCCO3)nc(-c3ccccc3)nc12 (centres undefined) | -2% | 1% | 1% | -14% | 5% | -1% | 1% | -5% | 15% | 5 | -2%
Cc1ccc2c(c1)c1c(n2C)-c2[nH]ncc2CC1 | 12% | 13µM* | 7% | 10% | 2% | 7% | ? | 23% | 91% | -18 | 22%
O=C1C=C(c2cccc(Cl)c2)C[C@@H](c2ccc3c(c2)OCO3)C1 | 0% | 3% | . | . | . | -2% | . | -1% | 0% | -22 | -4%
CC(C)c1ccc(S(=O)(=O)/N=C2/C=CC(=O)c3ccccc32)cc1 | -13% | ? | 21% | ? | 18µM* | 1% | ? | 5% | . | . | -11%
COc1cccc(/C=N/NC(=O)c2cccc(N3CCCC3=O)c2)c1 | 4.1µM* | 9.5µM* | -17% | 20% | -2% | ? | 2% | ? | 8.9µM* | 14 | ?
COc1ccccc1NC(=O)Nc1ccccc1SC | 2% | -4% | -8% | 5% | 2% | 0% | 19% | -2% | 3% | 13 | 10%
COCCCn1c(SCC(=O)Nc2sc3c(c2C#N)CCCC3)nnc1-c1ccncc1 | -3% | ? | 7% | ? | 14% | -3% | -1% | 1% | 14% | -1 | -11%
O=C(Cc1ccccc1)N[C@@H](Cc1ccc(O)cc1)C(=O)O | 4% | -2% | 6% | -3% | -1% | -4% | . | -3% | . | . | 2%
CSc1ccc(CNC(=O)C2CCC(=O)N(Cc3cccc(F)c3)C2)cc1 (centres undefined) | -3% | -1% | -1% | 0% | -14% | 1% | . | -8% | -8% | -15 | -1%
COc1ccc(CCNC(=O)c2nonc2N)cc1 | 12% | ? | 0% | 1% | ? | 16% | 6% | 16% | ? | 18 | ?
CSc1ccccc1NC(=O)Cc1ccccc1 | 0% | 5% | -1% | 10% | 17% | 0% | -1% | 1% | -1% | 8 | 7%
CO/N=C(\c1ccccc1)c1cccnc1 | 16% | 0% | -3% | -2% | -6% | -4% | -15% | 1% | 1% | 20 | -4%
Cc1cc(C)cc(C(=O)Nc2nnc(SCC(=O)N3CCCc4ccccc43)s2)c1 | 2% | ? | 0% | -1% | -11% | -2% | -14% | 1% | -11% | -7 | -17%
Cc1ccccc1C(=O)NNC(=O)c1ccncc1 | 0% | 4% | -2% | 2% | -2% | -2% | 11% | 2% | 15% | -11 | .
NNC(=O)COc1ccc(C2SCCS2)cc1 | 1% | ? | -4% | -21% | -13% | 5% | -3% | 16% | 1% | 8 | -1%
